AGP1-GFP MLPCN – yeast TOR pathway AGP1-GFP modulation; GFP response vs DMSO, % at 10 µM; AID 2066; hit rate 0.02% among 320,000; S. cerevisiae AGP1-GFP multiplex flow cytometry, 3 h; GFP as percent of DMSO wells;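 active = GFP response relative to DMSO above a set limit, near screen average plus 3 SD, cut at about 150% in these data; inconclusive = fewer than 70 cells counted for the yeast strain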;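 note: median GFP channel fluorescence of the gated AGP1 strain per well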
CIT2-GFP yeast – modulators of TOR pathway CIT2-GFP in S. cerevisiae; S. cerevisiae CIT2-GFP strain, flow cytometry, 3 h; 100 means same as DMSO wells; GFP response vs DMSO, % at 10 µM; hit rate 0.065% among 320,000;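 active = GFP response relative to DMSO above a set limit, near the screen mean plus 3 SD, cut at about 150% in these data; inconclusive = Fewer than 70 cells measured for a yeast strain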;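 note: ratio of well median GFP fluorescence to mean of DMSO wells on the plate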
VLA-4 inh – inhibition in a human VLA-4 binding assay. P13612. VLA-4 expressing cells, ligand binding flow cytometry. inhibition, % (about 7 µM as worked out from the volumes in the protocol). hit rate 0.2% among 330,000. AID 2557; in the data active = inhibition above about 50%
Yeast superoxide – yeast age-related superoxide inhibition as caloric restriction mimetic; S. cerevisiae aged cells, superoxide DHE fluorescence; hits give low values; superoxide response (% of plate mean), % at 10 µM; hit rate 0.18% among 330,000; AID 2690;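 active = superoxide response under a set limit, about three screen SD below normal, cut at about 65% in these data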;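 note: yeast aged for seven days with compound at 30 °C before DHE staining; 100% = average MFI of all compound-treated wells on the plate with controls excluded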
MEP2 TOR yeast – yeast TOR pathway MEP2-GFP modulation. hit rate 0.51% among 330,000. S. cerevisiae MEP2-GFP strain, flow cytometry GFP, 3 h; 100% = DMSO control level. GFP response vs DMSO, % at 10 µM;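 active = GFP response versus DMSO above a set limit, roughly screen mean plus 3 SD, cut at about 180% in these data; inconclusive = fewer than 70 cells counted for a yeast strain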;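 note: median GFP fluorescence of the barcode-gated MEP2-GFP cells per well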
RPL19A-GFP yeast – alters RPL19A-GFP fluorescence in TOR pathway yeast screen. hit rate 0.3% among 330,000. percent response vs DMSO, % at 10 µM. S. cerevisiae RPL19A-GFP strain, flow cytometry, 3 h; hits give low values;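 active = percent response vs DMSO below 50%; inconclusive = fewer than 70 events counted for the yeast strain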;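 note: median channel GFP fluorescence of the barcoded RPL19A-GFP strain; ratio of sample median GFP to plate DMSO average so 100% = DMSO; lower means less RPL19A-GFP as with rapamycin TOR inhibition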
LAP4 TOR yeast – modulators of TOR pathway LAP4-GFP in S. cerevisiae. hit rate 0.34% among 320,000. AID 2023. S. cerevisiae LAP4-GFP multiplex, flow cytometry GFP, 3 h; median GFP as percent of DMSO wells. GFP response vs DMSO, % at 10 µM;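 active = GFP response vs DMSO above a set limit, about the screen mean plus 3 SD, cut at about 150% in these data; inconclusive = under 70 cell events counted for the yeast strain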
GRK2 inh – human GRK2 inhibition via aptamer displacement; inhibition of aptamer binding, % at 10 µM; AID 488847; hit rate 0.59% among 330,000; P25098; bead flow cytometry, FAM-aptamer displacement from GRK2;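 active = inhibition of aptamer binding above 40%, roughly 3 SD of noise, on plates passing a quality check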;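 note: median bead fluorescence of bound FAM aptamer so fluorescent compounds give negative values; no value below 0 was filed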
Target sequence (P25098 whole entry, looked up): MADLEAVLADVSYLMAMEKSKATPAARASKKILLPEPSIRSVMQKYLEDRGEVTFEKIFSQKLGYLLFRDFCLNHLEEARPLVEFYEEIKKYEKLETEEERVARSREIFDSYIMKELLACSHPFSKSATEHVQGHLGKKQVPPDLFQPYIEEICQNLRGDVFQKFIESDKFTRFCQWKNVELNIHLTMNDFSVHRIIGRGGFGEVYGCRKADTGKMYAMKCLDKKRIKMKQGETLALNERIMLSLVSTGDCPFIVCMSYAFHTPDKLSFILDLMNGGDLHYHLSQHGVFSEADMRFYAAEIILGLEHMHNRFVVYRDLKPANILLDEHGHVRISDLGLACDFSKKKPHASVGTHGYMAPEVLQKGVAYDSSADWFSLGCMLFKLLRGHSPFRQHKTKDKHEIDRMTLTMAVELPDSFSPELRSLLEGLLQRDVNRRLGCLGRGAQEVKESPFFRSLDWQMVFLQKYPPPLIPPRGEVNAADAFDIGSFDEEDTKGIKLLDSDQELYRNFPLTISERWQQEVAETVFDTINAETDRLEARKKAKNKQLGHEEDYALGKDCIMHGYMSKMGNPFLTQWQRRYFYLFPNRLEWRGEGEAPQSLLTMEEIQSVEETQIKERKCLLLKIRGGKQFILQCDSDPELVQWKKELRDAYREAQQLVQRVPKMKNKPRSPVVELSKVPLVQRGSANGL
Active calls of the source: *; u = inconclusive; x = no result given; & = joins results of further samples; [ ] = another dose, or the depositor's remark.

SMILES	AGP1-GFP MLPCN	CIT2-GFP yeast	VLA-4 inh	Yeast superoxide	MEP2 TOR yeast	RPL19A-GFP yeast	LAP4 TOR yeast	GRK2 inh
COC(=O)C1=C(c2ccc3ccccc3c2)C[C@@H]2CC[C@H]1N2C(=O)NCCNC(C)=O	104	104	-7	103	101	100	108	0
CCOC(=O)c1c(C)n(Cc2ccccc2)c2ccc(OCC(O)Cn3nc(C)nc3C)cc12 (stereo not given)	106	91	34	99	96	105	97	1
CCOc1ccccc1NC(=O)N1CCC2(CC1)OCCO2	96	99	18	106	105	103	98	10
CCN1C[C@@]2(COC)C3[C@@H](OC)[C@H]4[C@@H]1[C@@]3(C1C[C@H]3[C@H](OC(C)=O)C1[C@]4(OC(C)=O)C[C@H]3OC)[C@@H](OC)C[C@H]2OC(C)=O (stereo not given in full)	103	102	-22	80	104	99	105	2
CC(C)c1c(CN(C)C(C)Cc2ccccc2)n(C)n(-c2ccccc2)c1=O (stereo not given)	87	85	13	87	95	95	89	0
CC(C)COc1ccc(Cc2c(O)[nH]c(=S)[nH]c2=O)cc1	94	93	8	99	99	96	91	8
C[C@H]1CCCC(=O)CCC/C=C/c2cc(O)cc(O)c2C(=O)O1	x	77	2	104	97	92	104	4
COC(=O)C1=Nc2ccccc2/C1=C\c1c(O)n(-c2ccc(OC)cc2)c(=O)[nH]c1=O	97	98	4	75	99	100	108	0
CC(C)NC(C)C(=O)c1ccc2ccccc2c1 (stereo not given)	110	105	3	100	100	95	102	0
OCC1CO1 (stereo not given)	98	95	11	112	103	99	96	3
CN(C)CCN=Cc1c(O)n(C2CCCCCC2)c(=O)[nH]c1=O	96	102	-5	82	95	92	92	0
O=C1NC(=O)C(CCc2ccncc2)(CCc2ccncc2)C(=O)N1Cc1ccccc1	108	106	8	98	103	99	101	3
Cc1cccc(OP(=O)(Nc2cccnc2)Oc2cccc(C)c2)c1	98	87	8	110	94	102	97	0
O=[N+]([O-])c1ccc(NCCO)c2ncccc12	95	103	5	99	103	105	89	0
CN1C(=O)C(=Cc2cccnc2)C(=O)N(C)C1=O	x	x	3	109	105	101	x	1
OCC1(CO)COC(c2cccnc2)N1 (stereo not given)	104	96	4	92	100	99	97	0
COC1=CC(=O)OC(/C=C/c2ccccc2)C1 (stereo not given)	88	86	7	111	93	97	111	0
CNC(=O)ON(C(=O)NC)C1N(C)C(=S)SC1(C)C (stereo not given)	92	94	8	83	100	96	96	2
COc1cccc(-n2c(C)nc3ccccc3c2=O)c1	98	100	-228	111	100	97	96	0
COC(=O)C1=C(c2cccc(C#N)c2)C[C@@H]2CC[C@H]1N2C(=O)NC1CCCCC1	104	100	0	87	99	101	107	0
CN1CCN(CC(=O)Nc2ccc(Cl)cc2C(=O)c2ccccc2)CC1	103	103	-1	118	105	99	97	0
N[C@@H](Cc1ccccc1)C(=O)N1C[C@H]2C[C@@H](C1)c1cccc(=O)n1C2	99	101	-15	86	100	98	100	2
Cc1cccc(-n2c(C)nc3ccccc3c2=O)c1C	98	93	-8	92	95	93	101	0
O=C(N/N=C\C1C(=O)NC(=S)N(c2ccccc2)C1=O)c1ccc(O)cc1 (stereo not given)	97	93	-8	100	99	108	123	3
O=P(Nc1ccccc1Cl)(c1ccccc1)c1nc2c(s1)CCCC2 (stereo not given)	102	103	0	94	103	102	77	0
Cc1nnc(SCc2nc3ccccc3c(=O)n2-c2ccccc2Cl)n1N	108	102	-8	105	104	103	103	5
c1cc2c(cc1[C@H]1OCC3C1CO[C@@H]3c1ccc3c(c1)OCO3)OCO2 (stereo not given in full)	98	91	-5	98	101	94	106	1
C[C@@H]1O[C@@H](O[C@H]2C[C@@H](O)[C@]3(CO)[C@H]4[C@H](O)C[C@]5(C)[C@@H](C6=CC(=O)OC6)CC[C@]5(O)[C@@H]4CC[C@]3(O)C2)[C@H](O)[C@H](O)[C@H]1O	92&100	88&91	5&18	109&98	99&96	107&103	111&97	3&5
CCN1CCN(c2nc3c(c(=O)[nH]2)CCC3)CC1	101	101	4	97	99	101	103	0
CN(C)C(=O)Oc1c(Cl)cc(Cl)c2cccnc12	100	91	2	98	139	95	116	0
O=C(COc1ccc(Cl)cc1)N1CCN(C/C=C/c2ccccc2)CC1	111	93	9	113	110	107	109	0
CN(C)C(=O)Oc1ccc(OC(=O)N(C)C)cc1	100	101	8	92	101	96	99	0
Cc1cccc(CNCCc2ccccc2)n1	97	95	8	102	98	98	88	0
CC(=O)/C=C/c1ccccc1	109	111	10	121	103	111	101	1
Cc1c(N=Nc2c(O)n(-c3ccc(Br)cc3)c(=O)[nH]c2=O)c(=O)n(-c2ccccc2)n1C	111	100	-7	88	94	98	116	2
CCC(=O)c1cc(F)c(N2CCN(CC)CC2)cc1C	104	94	4	100	100	96	103	0
CC[N+](C)(CC)CCCCOc1ccc2c(c1)C(=O)c1cc(OCCCC[N+](C)(CC)CC)ccc1-2	90	89	-7	109	104	95	96	2
N#CC(C#N)=NNc1ccc(-n2ccc(C(F)(F)F)n2)cc1	69	89	15	109	96	73	198*	0
CCN1CCN(Cc2cc3c(cc2[N+](=O)[O-])OCO3)CC1	92	95	-17	100	93	96	86	2
O=C1CC(=O)N(c2ccccc2F)C(=O)N1	90	92	1	102	100	98	87	0
COc1ccccc1-n1c(-c2ccccc2Cl)nc2ccccc2c1=O	103	101	9	92	108	103	98	1
CCN1CCN(c2cc(N3CCCC3)c([N+](=O)[O-])cc2F)CC1	104	111	-22	95	102	103	102	0
COC(=O)C1=C(c2ccc(F)cc2OCc2ccccc2)C[C@@H]2CC[C@H]1N2C(=O)NCc1ccc(Br)cc1	98	90	-6	99	86	94	94	6
OCCOCCO	99	98	-7	109	104	98	113	0
O=C(COC(=O)Cc1ccccc1)Nc1cccnc1Cl	107	100	0	104	108	101	105	1
COc1ccccc1OP(=O)(Nc1cccnc1)Oc1ccccc1OC	100	98	-1	99	106	101	98	0
CN(C)CC#CCC(O)(c1ccccc1)C1CCCC1 (stereo not given)	90	89	-1	94	91	88	87	0
O=C(Cn1cc(C=C2C(=O)NC(=O)NC2=O)c2ccccc21)NCC1CCCO1 (stereo not given)	103	97	13	90	103	107	92	4

Exported with two lines to a compound: two of the compounds above
Sequence of screens – AGP1-GFP MLPCN, CIT2-GFP yeast, VLA-4 inh, Yeast superoxide, MEP2 TOR yeast, RPL19A-GFP yeast, LAP4 TOR yeast, GRK2 inh
> O=C1CC(=O)N(c2ccccc2F)C(=O)N1
  90, 92, 1, 102, 100, 98, 87, 0
> COc1ccccc1-n1c(-c2ccccc2Cl)nc2ccccc2c1=O
  103, 101, 9, 92, 108, 103, 98, 1

Next part
SMILES	AGP1-GFP MLPCN	CIT2-GFP yeast	VLA-4 inh	Yeast superoxide	MEP2 TOR yeast	RPL19A-GFP yeast	LAP4 TOR yeast	GRK2 inh
OC12Oc3ccccc3C=C1N1CCC2CC1 (stereo not given)	106	109	-2	107	103	105	99	0
O=C(COc1ccccc1)N1CCN(Cc2c[nH]c3ccccc23)CC1	x	99	14	109	103	98	102	2
CSCCC(N=Cc1c(O)n(-c2ccc(Br)cc2)c(=O)[nH]c1=O)C(=O)OC(C)(C)C (stereo not given)	98	92	30	97	101	99	96	0
C=CCn1c(O)c(C=Nc2ccc(OC)cc2C)c(=O)[nH]c1=O	103	92	-18	102	98	101	94	0
O=C(Cc1ccc(Br)cc1)N1CCN(Cc2ccccc2)CC1	104	89	5	99	81	97	71	0
COc1cc(OC)cc(C(=O)Nc2ccc(Br)cc2C(=O)c2ccccc2)c1	95	94	-6	91	92	110	92	2
C=CCNC(=O)c1c(N)n(Cc2ccco2)c2nc3ccccc3nc12	28[may fluoresce violet]	u	-21	99	104[may fluoresce violet]	96[may fluoresce violet]	99[may fluoresce violet]	1
O=C(CN1CCCCC1)c1ccccc1Cl	114	111	13	77	110	109	108	1
COc1ccc(-c2nn(CCC#N)cc2C(=O)NCc2ccccc2)cc1	104	104	3	111	104	103	108	4
CC(C)(C)c1nc(NCc2ccc3c(c2)OCO3)c2nnn(Cc3ccccc3Cl)c2n1	103	100	23	109	105	102	106	1
CC(=NCCCN1CCOCC1)c1c(O)n(-c2ccccc2C)c(=O)[nH]c1=O	103	x	-3	101	101	101	92	1
O=[N+]([O-])c1cccnc1N1CCCNCC1	98	103	-5	101	108	102	92	2
CCOC(=O)c1ccc(N=C(c2ccccc2)c2c(O)n(C)c(=O)n(C)c2=O)cc1	102	93	6	95	96	98	105	0
COc1ccc(-c2cc(=O)oc3c(C)c(OC(C)C(=O)N4C[C@H]5C[C@@H](C4)c4cccc(=O)n4C5)ccc23)cc1 (stereo not given in full)	100	96	16	130	100	100	102	2
O=C(N/N=C/c1c(O)n(CCc2ccc(F)cc2)c(=O)[nH]c1=O)c1ccccc1	111	100	-8	99	114	104	110	0
CCOc1ccc(NC2=NCCCS2)cc1	93	103	0	99	99	95	106	0
CN1CC(C(=O)c2ccc(F)cc2)C(c2ccc(F)cc2)C1 (stereo not given)	97	96	23	99	102	99	92	0
S=C1Nc2ccccc2Sc2ccccc21	102	97	-4	100	99	99	118	1
O=C1Nc2ccc(Br)cc2C(c2ccc(Cl)cc2)=NC1O (stereo not given)	94	96	8	95	104	100	88	0
Cc1ccc2c(c1)CC1(CN2C)C(=O)NC(=O)N(c2cc(C)ccc2C)C1=O (stereo not given)	93	x	29	107	91	99	104	3
C[C@H]1CC2C3CC=C4C[C@@H](O)CC[C@]4(C)C3CC[C@]2(C)[C@H]1O (stereo not given in full)	95	100	-7	94	88	94	107	0
CC(C)Oc1ccc(C2(C#N)CC[N+](C)(C)CC2)cc1	106	106	14	93	106	106	100	0
COC(=O)C1=C(c2ccc3ccccc3c2)C[C@@H]2CC[C@H]1N2C(=O)NCC1CC1	88	96	17	94	96	92	88	4
O=c1[nH]c(=S)n(Cc2ccco2)c(O)c1C=NCc1cccs1	96	x	-5	104	91	97	84	0
C[C@]12CC[C@@H](O)CC1=CCC1C2CC[C@@]2(C)C1CC[C@@H]2N (stereo not given in full)	97	113	2	96	104	98	95	2
CCOC(=O)N(c1ccccc1)P1(=S)OCCO1	100	105	9	92	101	100	106	0
CCN1C(=O)C(=C/C=C/c2ccco2)C(=O)N(CC)C1=S	101	102	-1	94	101	106	99	30
O=C1CN=C(c2ccc(F)cc2)c2oc3ccccc3c2N1	u	86[may fluoresce red]	9	89	u	u	u	4
CCCC(C)(COC(N)=O)COC(=O)NC(C)C (stereo not given)	83	96	2	106	103	96	98	0
COc1cc([C@H]2OC[C@H]3[C@@H]2CO[C@@H]3c2cc(OC)c(O[C@@H]3O[C@H](CO)[C@@H](O)[C@H](O)[C@H]3O)c(OC)c2)cc(OC)c1O[C@H]1O[C@@H](CO)[C@H](O)[C@@H](O)[C@@H]1O	107	94	22	106	101	99	101	3
C[C@]12CC[C@@H](O)C[C@H]1CC[C@@H]1[C@@H]2CC[C@]2(C)C(=O)CC[C@@H]12	88	76	-16	79	100	97	134	6
O=c1[nH]c(=O)n(CCC2=CCCCC2)c(O)c1C=Nc1cccc(F)c1	101	x	7	146	104	104	112	3
COc1ccc2c(c1)NP(=S)(Oc1ccccc1)N2 (stereo not given)	94	95	11	91	100	102	103	2
O=c1[nH]c(=S)[nH]c(O)c1/C=N/N1CCOCC1	105	98	13	97	103	99	106	0
O=C(Cc1ccccc1)N1CCN(C2CCCC2)CC1	100	91	1	106	102	94	97	0
NNC(=O)c1nc[nH]c1C(=O)Nc1ccc(Cl)cc1C(=O)c1ccccc1	109	98	7	105	107	101	94	0
O=[N+]([O-])c1ccc(N2CCNCC2)cc1NCc1ccco1	96	98	12	84	108	101	91	0

A portion of the library, so the mix of outcomes need not match the whole.
